HIV RNase H inh: blocks HIV-1 RNase H cleavage of RNA/DNA duplex; 65,000 tested, 1.9% active; RT-RNase H RNA/DNA duplex cleavage, fluorescence; inhibition, % at 10 µM; P04585; AID 565; in the data active = inhibition above about 50%
RmlCD inh mix: mixture blocks RmlC and RmlD coupled enzyme activity | RmlC/RmlD coupled enzyme inhibition, 384-well mixture HTS | inhibition, % at 5.5 µM | 110,000 tested, 0.39% active | AID 1532; in the data active = inhibition above about 30%, passing the limit was not always enough; note: strong numbers were not always called active
Active calls of the source: *; nt = no result given.

SMILES | HIV RNase H inh | RmlCD inh mix
COC(=O)[C@H](Cc1ccccc1)NC(=O)NCc1cccs1 | nt | -9.7
Cc1ccccc1C1CC(=O)NC2=C1C(=O)CCC2 (stereo not given) | -17.8 | -11.9
CCC(CC)C(=O)N1CC(=O)Nc2ccc(Br)cc2C1c1ccccc1 (stereo not given) | nt | -19.1
OCCN(CC#CC(O)(c1ccccc1)C1CCCC1)CCO (stereo not given) | -9.4 | -10.2
O=c1c2ccccc2nnn1CSc1nnc(COc2ccc(Cl)cc2)n1Cc1ccco1 | 1.7 | 4.9
CC(=O)c1ccc(NC2c3ncccc3C(=O)N2Cc2ccc(F)cc2)cc1 (stereo not given) | -15.2 | -6.0
CCOC(=O)C1(C(=O)OCC)C(c2ccccc2)CC(O)N1C(C)=O (stereo not given) | 3.0 | nt
COc1ccc(NC(=O)CSc2nnc(CCC(=O)Nc3ccc(C)c(Cl)c3)n2C)cc1 | nt | -4.9
CC(C)(C)c1ccc(C(=O)NC(Cc2ccccc2)C(=O)O)cc1 (stereo not given) | nt | -8.5
COc1cc(N2CCOCC2)ncn1 | 1.6 | -1.7
COc1ccc(NC(=S)N(CCc2nc3cc(C)c(C)cc3[nH]2)Cc2cccnc2)cc1 | nt | -10.2
O=C1C2C3CCCC3=C3CCCC3C2C(=O)N1c1cccc(Cl)c1 (stereo not given) | 6.0 | 61.9
Cn1cccc1Cc1nnc(SCC(=O)NCc2ccco2)n1CCc1ccccc1 | -2.3 | 5.9
COC(=O)c1cc(C(=O)Nc2cccc(C)n2)cc([N+](=O)[O-])c1 | nt | 71.3
O=C1CC(c2ccco2)CC(O)=C1C=NCC1CCNCC1 (stereo not given) | -10.2 | 1.5
CCOc1ccc(N2C(=O)CC(N3CCC(NC(=O)Nc4ccccc4)CC3)C2=O)cc1 (stereo not given) | -5.5 | 7.1
CCOC(=O)c1cc2c(=O)n3cccc(C)c3nc2n(Cc2ccccc2Cl)c1=N | -2.1 | nt
CC(NC(=O)/C(=C\c1cccc([N+](=O)[O-])c1)NC(=O)c1ccco1)C(=O)O (stereo not given) | nt | 9.8
CCOc1ccc(S(=O)(=O)Nc2ccc(S(=O)(=O)Nc3cc(OC)ccc3OC)cc2)cc1 | nt | 7.1
O=C(C(c1ccccc1)c1ccccc1)N1CCOCC1 | -7.0 | -3.8
COc1ccc(-c2oc3c(OC)c(OC)c(OC)c(O)c3c(=O)c2OC)cc1OC | nt | 7.8
CC1=C(C(=O)OCc2ccccc2)C(c2ccc(C#N)cc2)NC(=O)N1CCCC(=O)O (stereo not given) | nt | 7.9
CCOc1ccc(N2CC(C(=O)NCc3cccc(C)c3)CC2=O)cc1 (stereo not given) | -9.7 | 2.4
COc1ccc(CNc2nc(NCc3ccc(OC)c(OC)c3)n(C(=O)c3cccs3)n2)cc1OC | nt | -7.2
COC(=O)[C@@H]1C[C@]2(C(=O)O)c3ccccc3N(OOSc3ccccc3)[C@@H]2N1C(=O)OC | nt | -21.2
Cc1ccc(-c2nnc(-c3ccccc3)o2)cc1 | nt | 10.8
Cc1cc(NC(=O)CSc2nc3ccccc3c(=O)n2Cc2ccc(F)cc2)no1 | 68.0* | -5.2
N#CC(c1cccc(C(F)(F)F)c1)(c1ncc(C(F)(F)F)cc1Cl)N1CCOCC1 (stereo not given) | nt | 3.6
CCOC(=O)C1=C(O)C(Nc2nccs2)(C(F)(F)F)N=C1C (stereo not given) | -6.2 | nt
COc1ccc(S(=O)(=O)N2CCN(C(=O)CCC3CCCC3)CC2)cc1 | -6.0 | -5.8
CC1(C)S[C@@H]2[C@H](NC(=O)COc3ccccc3)C(=O)N2C1C(=O)OCc1ccccc1 (stereo not given in full) | nt | 5.4
CC(=O)OCCNc1cc(N2CCN(C)CC2)c2noc3c2c1C(=O)c1ccccc1-3 | -23.2 | -9.7
COc1ccc(-c2nnc(CSc3nc4ccccc4c(=O)n3C)o2)cc1OC | -28.6 | 6.0
NC(=S)c1ccc(C(N)=S)o1 | 7.2 | 5.5
COC(=O)c1ccc(S(=O)(=O)c2ccc(C(=O)OC)s2)s1 | 4.6 | 7.1
CCN(CC)c1ccc(NC(=O)c2cc(OC)cc(OC)c2)c(C)c1 | 25.2 | nt
Cc1cc(=O)n2nc(N3CCCC3C(=O)NCCCN3CC(C)CC(C)C3)sc2n1 (stereo not given) | -20.2 | -8.5
O=C(O)CCn1c(C2CCCCC2)nc2ccccc21 | -3.8 | 8.8
COc1ccc(-c2csc(NC(=O)CCn3cnc4ccccc4c3=O)n2)cc1OC | nt | -13.5
O=C(COC(=O)c1ccc(S(=O)(=O)NCc2ccco2)cc1)NCCC1=CCCCC1 | -3.5 | -3.3
COc1cc(S(=O)(=O)N2CCN3CCCC3C2)ccc1-n1cnnn1 (stereo not given) | -8.2 | 2.9
CCOC(=O)c1[nH]c2c(c1C)C(=O)CC(c1ccc(OC)c(OC)c1)C2 (stereo not given) | -2.2 | -0.8
Cc1ccccc1CS(=O)(=O)c1nnc([C@H](Cc2ccccc2)NC(=O)OC(C)(C)C)o1 | nt | -4.4
CCCCC(CC)CNS(=O)(=O)c1ccc2c(c1)CCN2C(=O)CCC(=O)O (stereo not given) | -2.8 | -3.8
CCCCn1c(=O)c(-c2ccccc2)c(O)c2ccccc21 | -11.1 | -8.0
Fc1ccccc1N1CCN(C(c2cccs2)c2nnnn2CCc2ccccc2)CC1 (stereo not given) | 1.6 | nt
O=C(CSc1nc2ccccc2[nH]1)N1CCN(c2ccc(F)cc2)CC1 | -6.1 | 11.1
CCOC(=O)Cn1nnnc1C(CC)N(Cc1cc2c(C)cc(C)cc2[nH]c1=O)C1CCCC1 (stereo not given) | 4.5 | nt
Cc1cc(COc2ccccc2OCCN2CCN(C)CC2)no1 | -10.4 | 4.5
COc1cccc(N2C(=O)N(c3ccccc3)C3CS(=O)(=O)CC32)c1 (stereo not given) | -5.4 | nt
(cont.)
SMILES | HIV RNase H inh | RmlCD inh mix
Cc1cnc(C(=O)OCC(=O)Nc2ccc(Oc3ccccc3)cc2)cn1 | 4.6 | 4.1
CN(C)S(=O)(=O)N1CCN(c2ccc(Cl)cc2)CC1 | -14.6 | -6.6
COCC(=O)N(Cc1ccccc1)c1ccccn1 | -0.3 | 1.4
O=c1ncn(-c2ccccc2F)c2ncccc12 | nt | -13.1
COc1cc(C(=O)OCC(=O)Nc2ccc3c(c2)OC(F)(F)O3)ccc1OCc1c(C)noc1C | nt | 4.9
CCn1c(COc2ccccc2OC)nnc1SCC#N | -0.8 | 55.8
O=C(NCc1ccc2c(c1)OCO2)C1CCCN1C(=O)Nc1cccc(F)c1 (stereo not given) | -13.4 | 1.1
CCOc1cccc(NC(=O)Cn2nc(-c3ccc4c(c3)OCCO4)ccc2=O)c1 | nt | -1.3
CC(C)NC(=O)Cn1cc(C#N)c2cc(Br)ccc21 | -8.1 | 7.3
O=C(NCc1ccco1)c1ccc2c(c1)N(Cc1ccccc1)C(=O)CS2=O (stereo not given) | -3.0 | 1.6
O=C(NC(=O)c1ccccc1)NC1(C(F)(F)F)OCCO1 | -1.4 | 3.6
CC(=O)NC(C)Cc1ccccc1 (stereo not given) | nt | 9.2
CCOc1cc(S(=O)(=O)NCc2ccccn2)ccc1Cl | nt | -5.3
Cc1sc(NC(=O)/C=C/c2ccc(C(C)C)cc2)c(C#N)c1C | nt | 9.9
CCNc1nc(NC(C)C)nc(OCCOC(=O)c2ccccc2)n1 | nt | -9.7
N#CCOC(=O)c1sccc1-n1cccc1 | nt | 7.0
COc1ccc(C2CC(c3cccs3)=NN2C(=O)CSC2=NN3CCCC(=O)N=C3S2)cc1 (stereo not given) | nt | 10.6
CCOc1ccccc1N1CCN(C(=O)Nc2cccc(Cl)c2)CC1 | -8.6 | 12.6
C=CCSc1nc2ccccc2c(=O)[nH]1 | -17.0 | -2.2
O=C(N/C=C\c1ccccc1)NCc1ccc(Cl)cc1Cl | nt | -6.7
CC(C)(C)OC(=O)N1CC2Cc3[nH]c(=O)ccc3C(C2)C1 (stereo not given) | -0.4 | 2.1
CC(Nc1nc(N2CCN(S(C)(=O)=O)CC2)nc2ccccc12)c1ccccc1 (stereo not given) | -1.3 | 8.9
Cn1c(=NC(=O)C2CC2)sc2cccc(F)c21 | -28.5 | 9.2
O=C(Nc1nccs1)c1sc2cc(Cl)ccc2c1Cl | nt | -14.5
Cc1cc(S(=O)(=O)N(Cc2ccc3c(c2)OCO3)CC2CCCO2)ccc1-n1cnnn1 (stereo not given) | -0.7 | -4.5
CCN(CC)C(=O)C1CCCN(Cc2ccc(F)c(F)c2)C1 (stereo not given) | 1.8 | 11.8
O=C(c1ccc(F)cc1)c1cc2ccccc2o1 | -34.0 | 3.6
Cc1cc(C)n(-c2nnc(C)n2/N=C/c2ccccc2F)n1 | -26.0 | 86.4
COC(=O)c1cccc(NC(=O)Nc2ccc(Cl)c(Cl)c2)c1 | nt | 9.0
COc1ccccc1C1CC(c2ccc(F)cc2)Nc2ncnn21 (stereo not given) | 0.1 | 39.5
CCc1cc2c(NCC3CCCO3)ncnc2s1 (stereo not given) | 2.3 | 99.2
Cc1cccc(-n2ccnc2SCC(=O)Nc2ccc3c(c2)OCCO3)c1 | -64.0 | -0.8
COc1ccc(N2CCN(C(c3ccccc3)c3sc4nc(C)nn4c3O)CC2)cc1 (stereo not given) | -5.3 | -11.6
O=C(CSc1nnc(-c2ccccc2)n1Cc1ccco1)Nc1ccc2c(c1)OCCO2 | -43.6 | 3.0
CCn1c(N)c(C(=O)N2CCOCC2)sc1=S | 4.1 | 8.1
COC(=O)[C@H]1C[C@@H]1[C@H](NC(=O)c1ccccc1)c1ccccc1 | nt | 3.4
Cc1cc(=O)oc2cc(OCCSCCN3CCOCC3)ccc12 | -5.9 | 3.8
C=CCOC(=O)C1=C[C@@H](c2ccc3c(c2)OCO3)C[C@@H](OCc2ccc(CO)cc2)O1 | nt | -11.7
COCCn1nnnc1CN1C2CCCC1CC(NC(C)=O)C2 (stereo not given) | -13.5 | 2.2
O=c1oc2ccccc2n1CSC1=NCCS1 | -24.4 | -11.8
CN1CCN(C(=O)N2c3ccccc3C=Cc3ccccc32)CC1 | -6.7 | -0.6
CN(C[C@H](Cc1ccccc1)N(C[C@H](Cc1ccccc1)N(CCC(C)(C)C)N=O)N=O)N=O | nt | -6.9
CCC(=O)N1CCc2cc(S(=O)(=O)NCCN3CCCCC3CC)ccc21 (stereo not given) | -2.3 | -15.1
C=CCOc1cccc(C2/C(=C(/O)c3ccc(C)cc3)C(=O)C(=O)N2CCN2CCOCC2)c1 (stereo not given) | -8.6 | 11.3
Cc1ccc(-c2ccnc(=S)[nH]2)cc1 | nt | -21.2
C=CCn1c(CCNC(=O)c2ccccc2F)nnc1SCC(=O)Nc1nc(C)cs1 | 9.7 | 4.5
O=C1C(=O)N(CCCn2ccnc2)C(c2cccnc2)/C1=C(/O)c1ccc(Cl)cc1 (stereo not given) | -5.0 | nt
Nc1ccc(S(=O)(=O)Nc2ncccn2)cc1 | -0.8 | nt
Cc1ccc(C(=O)Nc2nc3ccc(S(C)(=O)=O)cc3s2)o1 | nt | -1.8
O=C(CCC(=O)c1cccs1)Nc1ccccc1F | -4.0 | -10.2
Later entries
SMILES | HIV RNase H inh | RmlCD inh mix
O=S(=O)(Nc1cccc2ncccc12)c1cccs1 | -87.2 | 8.9
Cc1[nH]n(-c2ccccc2)c(=O)c1C(C[N+](=O)[O-])c1ccccc1Cl (stereo not given) | nt | -4.7
c1ccc(Cn2cc(CSc3ccccc3)nn2)cc1 | nt | 3.3
CCc1ccc(/C=C/C(=O)c2cc(Br)ccc(=O)c2O)cc1 | nt | 10.0
OCC[C@@H]1C[C@@H](O)[C@H](O)[C@]2(CCCCO2)O1 | nt | -8.6
O=c1c2cnn(-c3ccccc3)c2ncn1/N=C/c1ccncc1 | -5.0 | nt
CNC(=O)C1CC(=O)N(Cc2ccc3c(c2)OCO3)C(=Nc2ccc(OC)cc2)S1 (stereo not given) | -10.3 | 3.2
O=C(NCCN1CCOCC1)c1ccc2ccccc2n1 | nt | -8.8
O=C(NCc1cccs1)c1cccc(N2CCCC2=O)c1 | -20.9 | 5.0
c1ccc(N2CCN(Cc3ccnc4ccccc34)CC2)cc1 | -4.2 | 8.8
Cc1cc(C)nc(Nc2n[nH]c(COc3ccccc3)n2)n1 | -7.9 | 4.5
C=CCn1c(SCC(=O)Nc2ncc(Cc3cc(C(F)(F)F)ccc3Cl)s2)nnc1-c1ccncc1 | nt | 9.1
O=C(Nc1cnc2ccccc2c1)c1cccnc1 | -11.2 | -8.7
Cc1cccc2c1Sc1ccccc1CC2=O | nt | -2.2

Screening results as filed in PubChem BioAssay.

Not all compounds are listed, so the mix of outcomes need not match the whole.
